CRFR2-BP antag – blocks CRF-induced signaling of the CRF-BP/CRF-R2 complex | 350,000 compounds, 0.59% hits | inhibition, % at 11.8 µM | HEK293 CRF-R2/CRF-BP, CRF-induced calcium fluorescence;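 active means inhibition of the ligand-induced calcium signal above about 50% at the single tested concentration, limit read from the data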
CHRM5 antagonist – CHRM5 antagonism in calcium assay. CHO-hM5 cells, Fluo-8 calcium fluorescence, ACh EC80. 360,000 compounds, 0.59% hits. inhibition, % at 3 µM. AID 624040;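 active means inhibition above a per-plate cutoff, the mean of that plate's test compounds plus 3 SD, cut at about 27% in these data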;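 further: 0% = acetylcholine EC80 with DMSO and 100% = DMSO without agonist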
CHRM5 agonist – CHRM5 agonism in calcium assay. activation, % at 3 µM. CHO-K1 hM5 cells, Fluo-8 calcium fluorescence; 0% DMSO wells, 100% maximal acetylcholine response. 360,000 compounds, 0.19% hits. AID 624037;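 active means activation above the run's mean over test compounds plus 3 SD, cut at about 23% in these data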;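 further: signal is peak over basal fluorescence ratio across the kinetic read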
CHRM4 agonist – agonists of human muscarinic M4 receptor (CHRM4); P08173; CHO-K1 hM4/Gqi5, Fluo-8 calcium fluorescence; vehicle 0%, full acetylcholine response 100%; activation, % at 3 µM; 360,000 compounds, 0.14% hits;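 active means activation above the run mean over all test wells plus 3 SD, cut at about 32% in these data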;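 further: peak over basal fluorescence ratio per well then scaled between controls; 0% = DMSO wells and 100% = acetylcholine at EC100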
M4 antag – antagonists of human muscarinic M4 receptor (CHRM4); inhibition, % at 3 µM; CHO-hM4 cells, ACh EC80, Fluo-8 calcium fluorescence; AID 624125; 360,000 compounds, 0.73% hits;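 active means inhibition above its plate's cutoff, the mean inhibition of sample wells plus 3 SD, cut at about 27% in these data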;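 further: 0% = acetylcholine EC80 with DMSO and 100% = DMSO without agonist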
M4 PAM – CHRM4 positive allosteric modulation. P08173. CHO-K1 hM4/Gqi5, Fluo-8 calcium fluorescence, ACh EC20; 0% = ACh EC20, 100% = maximal ACh. activation, % at 3 µM. 360,000 compounds, 0.4% hits. AID 624126;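 active means activation above its plate's cutoff, the mean activation of sample wells plus 3 SD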; further: some results filed as inactive read as strong as hits
CHRM5 PAM – positive allosteric modulators of human muscarinic M5 receptor; P08912; CHO-K1 hM5, Fluo-8 calcium, ACh EC20 PAM; 0% = ACh EC20, 100% = ACh EC100; activation, % at 3 µM; 360,000 compounds, 0.3% hits;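 active means activation above the run cutoff, the mean activation of all test compounds plus 3 SD, cut at about 18% in these data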
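Replicates: One well per compound, no replicates | System: Human M5 receptor in CHO-K1 cells | Benchmarks: Low control EC20 acetylcholine (0%), high control EC100 acetylcholine (100%) | Probe or stimulus: Acetylcholine, EC20 level | Times: Fluo-8 loading 80 min at 37 °C plus 30 min room temperature | Signal: Intracellular calcium via Fluo-8 fluorescence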
IDE inh – cellular human IDE inhibition | P14735 | HEK cells, FAbetaB cleavage, fluorescence polarization | inhibition, % at 5.59 µM | 320,000 compounds, 0.41% hits;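 active means percent inhibition above the average of all tested compounds plus 3 SD, set per screening campaign, cut at about 16% in these data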;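 further: IDE supplied by intact live HEK cells; FP after avidin binding of uncleaved biotin substrate so inhibition keeps polarization high; 0% = DMSO wells and 100% = 60 µM reference IDE inhibitor Ii1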
Target sequence (P14735 whole entry, looked up): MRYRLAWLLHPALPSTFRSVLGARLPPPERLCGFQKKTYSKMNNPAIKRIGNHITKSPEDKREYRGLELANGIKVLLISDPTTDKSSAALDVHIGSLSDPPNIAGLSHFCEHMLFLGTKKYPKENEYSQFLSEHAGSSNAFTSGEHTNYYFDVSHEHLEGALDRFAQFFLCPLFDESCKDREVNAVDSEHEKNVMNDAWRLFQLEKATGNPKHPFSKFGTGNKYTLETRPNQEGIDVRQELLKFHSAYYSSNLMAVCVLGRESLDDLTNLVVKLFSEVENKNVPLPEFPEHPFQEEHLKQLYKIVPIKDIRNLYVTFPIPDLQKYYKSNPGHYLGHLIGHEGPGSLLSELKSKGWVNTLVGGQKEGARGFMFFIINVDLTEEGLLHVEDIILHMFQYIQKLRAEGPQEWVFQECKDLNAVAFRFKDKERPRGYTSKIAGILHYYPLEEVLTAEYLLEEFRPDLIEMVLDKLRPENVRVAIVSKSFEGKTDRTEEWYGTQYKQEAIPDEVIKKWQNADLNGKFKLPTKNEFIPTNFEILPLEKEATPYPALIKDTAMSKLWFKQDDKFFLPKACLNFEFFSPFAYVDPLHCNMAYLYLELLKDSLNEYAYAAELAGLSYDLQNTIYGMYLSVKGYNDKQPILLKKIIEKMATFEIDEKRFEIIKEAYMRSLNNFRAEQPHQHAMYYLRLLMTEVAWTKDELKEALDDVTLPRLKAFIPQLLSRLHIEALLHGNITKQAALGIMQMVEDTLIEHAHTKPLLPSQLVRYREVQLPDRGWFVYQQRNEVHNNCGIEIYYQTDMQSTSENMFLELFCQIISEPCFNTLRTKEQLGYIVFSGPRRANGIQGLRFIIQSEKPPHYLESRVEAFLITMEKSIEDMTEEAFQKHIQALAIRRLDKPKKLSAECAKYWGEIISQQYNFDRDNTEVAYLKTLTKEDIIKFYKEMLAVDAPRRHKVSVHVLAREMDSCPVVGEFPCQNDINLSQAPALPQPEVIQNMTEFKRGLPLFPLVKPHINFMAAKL
CRFBP-R2 agonist – agonists of human CRF-binding protein/CRF-R2 receptor complex; activation, % at 13.2 µM; 350,000 compounds, 0.46% hits; HEK293 CRF-R2/CRF-BP, calcium dye fluorescence (FLIPR); percent of saturating CRF peptide response; AID 588473;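 active means activation of at least 50%, plus an integration ratio under a set limit after plate pattern correction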;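 further: plate controls were neutral control wells without compound for no effect and CRF at EC100 for full effect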
The depositor's hits bear a star; / = not tested or not shown. Rows are unselected, and some 2.9% of all compounds hit somewhere here.

Below each compound: CRFBP-R2 agonist	IDE inh	M4 PAM	CHRM5 agonist	M4 antag	CHRM5 antagonist	CRFR2-BP antag	CHRM4 agonist	CHRM5 PAM
> CCCCOC(=O)CSc1n[nH]c(=O)[nH]c1=O
  1.2	0	0	0	-1	-4	9	0	2
> CCN1C(=O)/C(=c2\sc3nc(=O)c(Cc4ccccc4)nn3c2=O)c2ccccc21
  -1.1	-4	-14	5	-17	16	-7	11	-8
> CCOc1ccc2[nH]c(=O)c(CN(CC3CCCN3CC)C(=O)NCc3ccccc3)cc2c1 (configuration not stated)
  2.0	4	-2	-5	3	3	8	1	-5
> Cn1nccc1C(=O)NC1CCCc2c1cnn2-c1ccc(F)cc1F (configuration not stated)
  -7.6	-4	-5	9	5	22	7	13	-20
> COc1ccc(NC(=O)CC2C(=O)N(c3ccccc3)C(=O)N2CCc2cccs2)cc1 (configuration not stated)
  -0.5	-3	-6	0	-2	-3	-1	8	-2
> COc1ccccc1Nc1nc(N)nc(CN2CCN(c3ccccc3)CC2)n1
  -0.2	9	-7	-1	6	8	-17	0	-2
> CSc1nnc(NC(=O)c2ccc(S(=O)(=O)N(C)C)cc2)s1
  0.7	7	2	1	-3	-9	7	1	4
> COC(=O)c1cc(Br)c(=O)n(CCN2CCCCC2)c1
  -2.8	2	2	-2	2	3	-46	0	-1
> CCOC(=O)c1ccccc1NS(=O)(=O)c1ccc(OCC)cc1
  0.6	10	-16	-6	9	3	12	0	-7
> O=C(Cc1ccccc1)NNC(=O)Nc1ccc(Cl)c(Cl)c1
  -0.9	-4	-5	-2	0	1	-1	2	-8
> c1ccc2c(c1)CNC1(CCCCC1)C2
  -1.2	2	-3	-2	23	7	-3	0	-1
> O=C(C1CCN(S(=O)(=O)c2ccccc2)CC1)N(CCc1ccccc1)Cc1ccco1
  4.8	5	-11	17	-3	-1	-7	8	-5
> CC[C@@]12C(=O)N(c3ccc(C)cc3)C(=O)N1[C@H](c1ccc(OC)cc1)[C@@H]1C(=O)N(C(C)(C)C)C(=O)[C@@H]12
  -3.4	-1	0	-4	1	7	4	1	0
> CCOC(=O)C1CCCN(C(=O)c2ccc(OC(C)=O)cc2)C1 (configuration not stated)
  -0.2	2	16	0	12	0	3	1	2
> CC(C)Cc1oc(C(=O)O)cc1CN1CCOCC1
  -1.2	-3	-2	-1	-4	-19	20	0	0
> CCCCCC(=O)Nc1ccc(C(=O)COC(=O)Cn2cnc3c2c(=O)n(C)c(=O)n3C)cc1
  -2.2	0	2	3	2	-3	15	-1	3
> CCN(CC)CCNc1nc2c(c(=O)[nH]c(=O)n2C)n1CC(O)COc1ccc(Cl)cc1Cl (configuration not stated)
  -0.5	-3	-6	-6	11	4	11	0	3
> O=C(Nc1nc(-c2ccc(F)c(F)c2)cs1)c1cc([N+](=O)[O-])ccc1N1CCOCC1
  6.2	-2	7	0	-2	3	-4	0	-2
> CC(=O)N1CCN(CCN(CC2C(C)C=C(C)CC2C)C(C)=O)CC1 (configuration not stated)
  -0.6	-4	1	-2	-5	-5	11	2	2
> CC(C)N(c1ccccc1)c1ccc(NC(=S)NCCN(C)C)cc1
  0.4	-2	-17	-5	15	6	-18	8	-6
> Cc1cc(C(=O)COc2ccccc2[N+](=O)[O-])c(C)n1-c1cccc(S(=O)(=O)N2CCOCC2)c1
  -0.3	9	-1	0	1	0	-4	4	-2
> O=C(NCc1ccccc1)C1C(c2ccc3c(c2)OCO3)=Nc2ccccc2N1C(=O)c1ccco1 (configuration not stated)
  /	/	0	1	1	2	/	4	-2
> CCOC(Cn1cc([N+](=O)[O-])c(=O)[nH]c1=O)OCC
  2.1	/	4	1	-1	15	-12	0	3
> CCCOC(=O)Nc1ccc(N2CCCCC2)cc1
  -2.5	-1	1	-3	11	-1	12	1	14
> Cc1nn(CCCC(=O)NCc2ccc(F)cc2)c(C)c1[N+](=O)[O-]
  -2.0	8	-3	-2	0	0	6	1	-5
> Cc1cc(C)cc(NC(=O)CNC(c2ccccc2)c2ccccc2)c1
  3.6	2	-1	-4	-3	-3	20	-2	0
> CC1(C)CC(=O)c2c(Cc3ccccc3)n[nH]c2C1
  -1.2	5	2	-1	10	-1	0	0	1
> Cc1ccc(C)c(OCCSc2nnc(C)c(=O)[nH]2)c1
  0.6	3	-2	3	-1	-6	2	1	-4
> COc1cccc2cc(C(C)N(CCCN3CCOCC3)C(=S)Nc3ccc(C)cc3)oc12 (configuration not stated)
  -1.0	-1	9	-5	-4	0	3	0	5
> Cc1ccccc1Nc1nc(N)nc(CSc2nc3ccccc3c(=O)n2C)n1
  0.5	4	0	8	3	8	-5	9	-6
> COc1ccccc1NC(=O)CCC(=O)Nc1ccccc1OC
  -0.8	-3	1	3	-3	-1	-10	1	0
> Cc1ccc(NC(=O)CCNS(=O)(=O)c2cccs2)cc1F
  -3.7	0	-2	-1	-5	7	-10	2	-7
> Nc1ccc(C(=O)N2N=C(c3ccccc3)CC2(O)C(F)(F)F)cc1 (configuration not stated)
  -0.3	/	5	0	-13	5	-5	4	-2
> CS(=O)(=O)c1ccc(C(=O)NNC(=O)c2ccccc2-n2cccc2)cc1
  0.0	-4	11	4	-5	-2	5	1	1
> CCN(Cc1ccccc1)S(=O)(=O)c1ccc2c(c1)NC(=O)CC(=O)N2
  3.8	3	5	-3	3	-6	8	1	0
> O=C(COc1cccc(C(F)(F)F)c1)NCC(c1cccs1)N1CCOCC1 (configuration not stated)
  0.2	-2	-2	-2	-9	6	-3	2	7
> COc1ccc(N2C(=O)CC(NCc3ccc(F)cc3)C2=O)cc1 (configuration not stated)
  -1.3	3	3	0	2	9	2	1	-7
> O=C(Nc1ccc([N+](=O)[O-])cc1)c1ccc(S(=O)(=O)N2CCCC2)cc1
  0.2	3	-3	2	2	13	12	2	-7
> CN(C)CCCNC(=O)c1cc(Br)ccc1O
  2.7	2	-1	-5	-15	-9	13	1	12
> CC(C)N1C(=S)SC(C)(C)C1n1oc(=O)n(-c2ccc(Cl)c(Cl)c2)c1=O (configuration not stated)
  -0.6	3	-1	-8	-5	6	2	3	8
> c1ccc2c(c1)C(=NCC1CCCO1)NC2=NCC1CCCO1 (configuration not stated)
  -0.8	3	9	-1	-6	-2	10	1	1
> COc1ccccc1-c1nnc(SC)n1C
  -0.2	1	13	-3	-2	7	-4	0	5
> C[C@H](NS(=O)(=O)c1ccc(F)cc1)C(=O)OCC(=O)c1c(N)n(C)c(=O)n(C)c1=O
  -0.9	2	3	0	0	12	-9	1	4
> Cc1ccc(C)c(N2CCN(C(=O)CSc3ccsc3[N+](=O)[O-])CC2)c1
  -1.2	4	-11	-4	-21	10	11	4	-1
> N#Cc1ccc(CSc2ccc(S(=O)(=O)N3CCCCCC3)cn2)cc1
  1.9	/	-13	-6	10	9	15	5	-25
> CC1=CN(S(=O)(=O)c2ccc(C)cc2)C[C@@H]2[C@H]3CC[C@H](C3)[C@H]12
  0.0	/	-6	0	-5	-5	1	-2	-2
> COc1cccc(C2/C(=C(/O)c3ccc4c(c3)CC(C)O4)C(=O)C(=O)N2c2nnc(C)s2)c1 (configuration not stated)
  1.2	1	9	-1	-13	-11	-9	1	6
> O=C(OCc1cccc([N+](=O)[O-])c1)c1cccnc1
  -0.4	1	-6	-6	3	0	-3	0	-7
> COC(=O)c1cc(COC(=O)COc2ccc(C)c(C)c2)oc1C
  0.5	1	6	-6	-4	10	11	0	1
> C=CC[n+]1c(-c2ccc(OC)c(OC)c2)csc1NNC(=O)Nc1ccccc1
  1.0	5	4	7	-6	0	7	8	-5

Continued:
Below each compound: CRFBP-R2 agonist	IDE inh	M4 PAM	CHRM5 agonist	M4 antag	CHRM5 antagonist	CRFR2-BP antag	CHRM4 agonist	CHRM5 PAM
> COc1cccc2c1cc1c(=O)n(CC(=O)NCCCc3ccccc3)nc(C)n12
  -0.5	-2	-4	-4	-6	18	23	0	-6
> N#Cc1c(SCC(=O)Nc2nccs2)sc2c(O)cc(=O)[nH]c12
  1.8	-1	4	0	1	1	13	2	4
> Cc1nn(Cc2c(Cl)cccc2Cl)c(C)c1NC(=O)c1cc(C(C)C)on1
  -4.2	2	3	2	-15	-2	22	2	-5
> COc1ccc(C(CCN2CCCC(C)C2)c2c(OC)cc(OC)c3c(C)cc(=O)oc23)cc1 (configuration not stated)
  2.7	1	-5	-9	-7	4	-3	2	6

Reformatted with tabs: part of the list above.
structure	CRFBP-R2 agonist	IDE inh	M4 PAM	CHRM5 agonist	M4 antag	CHRM5 antagonist	CRFR2-BP antag	CHRM4 agonist	CHRM5 PAM
COc1ccccc1-c1nnc(SC)n1C	-0.2	1	13	-3	-2	7	-4	0	5
C[C@H](NS(=O)(=O)c1ccc(F)cc1)C(=O)OCC(=O)c1c(N)n(C)c(=O)n(C)c1=O	-0.9	2	3	0	0	12	-9	1	4
Cc1ccc(C)c(N2CCN(C(=O)CSc3ccsc3[N+](=O)[O-])CC2)c1	-1.2	4	-11	-4	-21	10	11	4	-1
N#Cc1ccc(CSc2ccc(S(=O)(=O)N3CCCCCC3)cn2)cc1	1.9	/	-13	-6	10	9	15	5	-25
CC1=CN(S(=O)(=O)c2ccc(C)cc2)C[C@@H]2[C@H]3CC[C@H](C3)[C@H]12	0.0	/	-6	0	-5	-5	1	-2	-2
COc1cccc(C2/C(=C(/O)c3ccc4c(c3)CC(C)O4)C(=O)C(=O)N2c2nnc(C)s2)c1 (configuration not stated)	1.2	1	9	-1	-13	-11	-9	1	6
O=C(OCc1cccc([N+](=O)[O-])c1)c1cccnc1	-0.4	1	-6	-6	3	0	-3	0	-7
COC(=O)c1cc(COC(=O)COc2ccc(C)c(C)c2)oc1C	0.5	1	6	-6	-4	10	11	0	1
C=CC[n+]1c(-c2ccc(OC)c(OC)c2)csc1NNC(=O)Nc1ccccc1	1.0	5	4	7	-6	0	7	8	-5
COc1cccc2c1cc1c(=O)n(CC(=O)NCCCc3ccccc3)nc(C)n12	-0.5	-2	-4	-4	-6	18	23	0	-6
N#Cc1c(SCC(=O)Nc2nccs2)sc2c(O)cc(=O)[nH]c12	1.8	-1	4	0	1	1	13	2	4
Cc1nn(Cc2c(Cl)cccc2Cl)c(C)c1NC(=O)c1cc(C(C)C)on1	-4.2	2	3	2	-15	-2	22	2	-5
COc1ccc(C(CCN2CCCC(C)C2)c2c(OC)cc(OC)c3c(C)cc(=O)oc23)cc1 (configuration not stated)	2.7	1	-5	-9	-7	4	-3	2	6

Screening results as filed in PubChem.
